Source: PubChem BioAssay (several laboratories)
P. falciparum M17LAP = P. falciparum M17LAP inhibitors, primary screen, biochemical, fluorogenic H-Leu-NHMec substrate, 1536-well (AID 1619); actives 0.38% (n = 220,000); one-dose inhibition, % at 30 µM; IC50 in µM for titrated hits; recombinant M17LAP, H-Leu-NHMec fluorogenic kinetic assay; higher % means a stronger effect;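 active = compound inhibiting the enzyme by more than half at any dose during confirmatory dose-response retesting; inconclusive = strong single-dose inhibitors picked by rank but not retested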;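 note: plate controls were full reaction with DMSO carrier for no effect and no enzyme background for full effect; strong numbers were not always called active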
PMI inhibition = MPI inhibition at elevated mannose 6-phosphate – biochemical, fluorescence intensity, high mannose 6-phosphate, primary screen (AID 1220) | inhibition, % at 20 µM, or IC50 in µM where a hit was titrated | actives 0.66% (n = 190,000) | recombinant PMI enzyme, coupled fluorescence intensity; higher % means a stronger effect
T cell HTS = T cell immune modulators affecting CD8 T cell-vesicle binding | 2C CD8+ T cell-vesicle binding, flow cytometry; hits give low values | calls only at 7 µM | actives 0.068% (n = 330,000) | AID 2052;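 active = response, share of CD8 T cells binding vesicles, and their 90th percentile fluorescence all below set limits, cut at about 80% in these data, passing the limit was not always enough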
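System: murine 2C transgenic CD8+ T lymphocytes; also added: QL9-loaded Drosophila micro-vesicles; times: binding 1.5 h at 37 °C; measured by: flow cytometry, PE anti-B7-1 (FL2) versus Alexa647 anti-CD8 (FL8), PFA-fixed; control set: Peptide-free naked vesicles (low) and QL9 vesicles with 0.7% DMSO vehicle (high)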
M1AAP inhibition = malaria alanyl aminopeptidase activity blockers – biochemical, fluorogenic H-Leu-NHMec substrate, 1536-well (AID 1445); recombinant M1AAP, H-Leu-NHMec fluorogenic kinetic assay; higher % means a stronger effect; actives 0.42% (n = 220,000); inhibition, % at 30 µM, or IC50 in µM where a hit was titrated;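 active = primary inhibition above the hit cutoff, then over 50% inhibition at one or more dose response concentrations, cut at about 23% in these data, passing the limit was not always enough; inconclusive = conflicting primary data, or primary hits not chosen for dose response; inactive = low primary inhibition, or under 50% at every dose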;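 note: plate controls were DMSO full reaction for no effect and no enzyme background for full effect; strong numbers were not always called active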
RSV CPE inhibition = RSV antiviral activity via CPE protection, HEp-2 cells, primary 10 µM value included (AID 2391). actives 0.13% (n = 310,000). HEp-2 cells, RSV-induced CPE inhibition; higher % means a stronger effect. CPE inhibition, % at 10 µM; hits with a dose series show IC50 in µM; in the data active = a potency from the dose series; inconclusive = CPE inhibition mostly from about 23% at the one dose, without a potency; inactive = the rest, 99 in 100 with CPE inhibition below about 21%; note: strong numbers were not always called active
West Nile virus CPE = West Nile virus antiviral activity, cell-based, CPE readout (AID 1621); CPE inhibition, % at 10 µM; hits with a dose series show IC50 in µM; West Nile virus-infected cells, CPE inhibition; higher % means a stronger effect; actives 0.02% (n = 290,000); in the data active = a potency from the dose series; inconclusive = CPE inhibition mostly from about 3.7% at the one dose, without a potency; inactive = the rest, 99 in 100 with CPE inhibition below about 2.2%; note: strong numbers were not always called active
PMI inhibitors = inhibitors of human PMI, primary screen, biochemical, fluorescence intensity, coupled assay (AID 1209); actives 0.42% (n = 190,000); inhibition, % at 20 µM, or IC50 in µM where a hit was titrated; purified PMI enzyme, coupled fluorescence intensity; higher % means a stronger effect;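 note: plate controls were DMSO vehicle for no effect and wells lacking substrate for full effect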
UTI89 phage lysis = inhibition of K1F phage lysis, E. coli UTI89, bacterial capsule biogenesis inhibitors, alamar blue (AID 488966) | E. coli UTI89 K1F phage lysis, alamar blue, 2 h; higher % means a stronger effect | inhibition, % at 100 µM; hits with a dose series show IC50 in µM | actives 0.02% (n = 340,000);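 active = phage lysis inhibition, versus mean bacterial control, above a set limit; inconclusive = no clear call, values can overlap the other calls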;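 note: capsule biogenesis inhibitors block K1F phage lysis so surviving cells raise fluorescence; higher fluorescence means more inhibition of phage lysis; actives were called in the ten point dose series up to 300 µM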
TNAP activators = stimulation of alkaline phosphatase TNAP activity – biochemical, luminescent, no phosphate acceptor, uHTS, primary screen (AID 1001). purified TNAP, luminescent activation assay, no phosphate acceptor; higher activation fold means a stronger effect. activation fold at 20 µM, or EC50 in µM where a hit was titrated. actives 0.03% (n = 200,000); in the data active = activation fold from about 3, or a potency from the dose series; inactive = the rest, 99 in 100 with activation fold below about 1.6; note: many of its hits are not listed in these tables
T cell HTS vesicle-bound % = further read-out of T cell HTS, marked with its call; double positive events, %; measured here: CD8+ vesicle-bound cell fraction;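 binding gate set so that unloaded-vesicle control wells show 10% double positive cells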
The depositor's hits bear a star; i = inactive; ? = inconclusive; / = not tested or not shown; [ ] = another dose, or the depositor's remark. Cut-off read from the data, not from the text of the source, unless noted: active = inhibition above about 50%; inactive = the rest.

No. | compound | P. falciparum M17LAP | PMI inhibition | T cell HTS | T cell HTS vesicle-bound % | M1AAP inhibition | RSV CPE inhibition | West Nile virus CPE | PMI inhibitors | UTI89 phage lysis | TNAP activators
1 | COc1ccc(CCC(=O)NNC(=O)c2cc(Cl)ccc2OC)cc1 | / | / | i | 28 | / | 2.3% | -0.5% | / | -0.1% | /
2 | O=C(O)c1ccc(NC(=S)Nc2ccccc2)cc1 | 4% | -9% | i | 8 | 5% | -0.3% | -0.4% | 11% | 2.7%[50 µM] | 1
3 | CCCOc1ccc(N2C(=O)CC(SCC(N)C(=O)OCC)C2=O)cc1 (stereo not drawn) | / | / | i | 54 | / | 1.0% | -0.3% | / | 0.8% | /
4 | Cc1nc(NCCO)c(C#N)c2c1COC(C)(C)C2 | -29% | 6% | i | 44 | -1% | 0.0% | 0.5% | 6% | 0.5% | 1.1
5 | C=CCNC(=O)/C(C#N)=C/c1ccc(SC)cc1 | 3% | 2% | i | 25 | 13% | -0.6% | -0.9% | 0% | 0.1% | 1.1
6 | O=C(N/N=C/c1ccc(Br)o1)c1cc([N+](=O)[O-])cc([N+](=O)[O-])c1 | 7% | 7% | i | 5 | 11% | 2.3% | -0.1% | 4% | -0.4% | 1.2
7 | O=C(O)c1ccccc1-c1nc2ccccc2c(=O)n1O | 10% | 10% | i | 30 | 1% | 1.1% | 0.2% | -1% | -2.0% | 1.1
8 | Cc1ccc(C)c(CS(=O)(=O)c2cn(CC(=O)N3CCC(C)CC3)c3ccccc23)c1 | 17% | 14% | i | 10 | 9% | 10% | -0.8% | 15% | 0.3% | 1
9 | c1cc(-c2n[nH]c(-c3ccncc3)n2)ccn1 | / | / | i | 64 | / | 1.3% | 0.3% | / | -0.1% | /
10 | COCCNC(=O)/C(C#N)=C/c1ccc(C)o1 | 23% | -2% | i | 28 | 16% | 0.4% | 0.7% | 4% | / | 1.1
11 | N#Cc1cn(-c2cccc(C(F)(F)F)c2)c(=O)[nH]c1=O | / | / | i | 16 | / | 0.5% | -0.9% | / | 0.4% | /
12 | COc1cccc(N(CC(=O)NC2CCCC2)C(=O)CCC(=O)Nc2nccs2)c1 | / | / | i | 36 | / | 0.3% | -0.2% | / | 0.1% | /
13 | COC(=O)c1ccc(NC(=S)NCCc2ccccc2C)cc1 | 3% | 8% | i | 36 | 2% | 8.7% | -0.5% | 14% | 11% | 1.1
14 | Cc1ccc(C)c(S(=O)(=O)c2c(N)n(/N=C/c3ccco3)c3nc4ccccc4nc23)c1 | -7% | 22% | i | 35 | 2% | 2.3% | -0.2% | -11% | 3.5% | 1.1
15 | COc1ccccc1C(=O)NNS(=O)(=O)c1ccc(F)cc1 | / | / | i | 51 | / | 0.0% | 0.2% | / | 0.4% | /
16 | CCOC(=O)c1c(NC(=O)CSc2nnc(-c3c[nH]c4ccccc34)n2CC)sc2c1CCCC2 | -6% | 3% | i | 23 | -1% | 6.0% | 0.4% | 5% | -0.3% | 1.1
17 | CC1CCN(S(=O)(=O)c2ccc3c(c2)N(CC(=O)NCCCN2CCCC(C)C2)C(=O)CO3)CC1 (stereo not drawn) | / | / | i | 15 | / | 0.1% | 0.3% | / | 0.0% | /
18 | O=C(CCc1nnc2ccc(NCc3ccccc3Cl)nn12)NC1CCCCC1 | / | / | i | 12 | / | -1.9% | -0.1% | / | -0.4% | /
19 | NC(=S)Nc1ccc(F)c(F)c1F | 11% | / | i | 30 | -2% | / | 0.6% | / | -0.2% | /
20 | COc1cc(/C=N/NC(=S)NC2CC3C=CC2C3)cc(OC)c1OC (stereo not drawn) | -4% | / | i | 39 | 9% | 2.5% | 1.7% | / | / | /
21 | CCN1CCc2nc(NC(=O)C(c3ccccc3)c3ccccc3)sc2C1 | 8% | -3% | i | 15 | 10% | -2.8% | 0.2% | 3% | -0.3% | 1.2
22 | CC1=C(C(=O)N2CCOCC2)C(c2ccc(O)cc2)NC(=S)N1 (stereo not drawn) | -14% | -18% | i | 5 | -5% | 1.2% | 1.1% | -3% | 1.8%[50 µM] | 1.1
23 | Cc1cc(NC(=O)C2CC(c3c(F)cccc3Cl)=NO2)n(-c2ccccc2)n1 (stereo not drawn) | 3% | -5% | i | 45 | 8% | 0.7% | -0.7% | -8% | -0.5% | 1.2
24 | CCSC1=NCN(CCCC(=O)O)CN1 | -11% | 13% | i | 31 | 10% | 2.1% | 0.2% | 12% | 0.3% | 1.1
25 | O=S(=O)(c1ccc2ccccc2c1)N1CCN(Cc2ccccn2)CC1 | 3% | 2% | i | 64 | 1% | 1.3% | -1.6% | -3% | 0.5% | 1.1
26 | Cc1nn2c3c(cnc2c1-c1ccccc1)C(=O)CCC3 | -7% | 3% | i | 8 | 1% | 2.8% | -0.4% | 6% | 0.2% | 1.1
27 | O=C1C2CCCCN2C(=O)N1CCCCN1CCN(c2cccc(Cl)c2)CC1 (stereo not drawn) | / | / | i | 52 | / | 0.5% | -0.7% | / | 0.1% | /
28 | COc1cccc(NC(=O)CCc2nnc3ccc(N4CCN(c5cccc(OC)c5)CC4)nn23)c1 | / | / | i | 43 | / | 1.8% | 1.3% | / | 0.0% | /
29 | Cc1cc(C)c(NC(=O)CSc2nnc(CNC(=O)c3c(F)cccc3Cl)o2)c(C)c1 | / | / | i | 28 | / | 2.3% | 0.2% | / | 0.2% | /
30 | CC(=O)c1ccc(NC(=O)C2CCN(S(=O)(=O)c3cccs3)CC2)cc1 | 14% | / | i | 8 | 3% | 1.3% | -0.2% | / | 0.1% | /
31 | CCOC(=O)c1c(C)nc2c(c1C)c(=O)oc1ccccc12 | 1% | 8% | i | 31 | 1% | 8.9% | 0.3% | 4% | 1.7% | 1.1
32 | CN(CC1COc2ccccc2O1)C(=S)Nc1ccccc1 (stereo not drawn) | / | / | i | 50 | / | 0.0% | -0.2% | / | 3.0% | /
33 | Cc1ccc(NC(=O)COn2nnc3ccc(S(=O)(=O)N(C)C)cc32)cc1F | 9% | 8% | i | 39 | 6% | 5.1% | 0.2% | 13% | -0.5% | 1
34 | COC(=O)c1ccc(/C=C/c2ccc3cccc(OC(C)=O)c3n2)cc1 | 0% | 6% | i | 53 | -4% | 4.2% | 0.6% | 8% | 1.4% | 1
35 | CCOC(=O)Cc1c(Sc2ccccc2)c2ccccc2n1C | 5% | 0% | i | 27 | -2% | 12% | -0.8% | 10% | 2.5%[50 µM] | 1.1
36 | CCOc1ccc2c(c1)C(N(CCN1CCOCC1)C(=O)Nc1ccc(OC)cc1OC)CC(C)(C)O2 (stereo not drawn) | -2% | 4% | i | 39 | 1% | 0.4% | 0.3% | -2% | -0.5%[50 µM] | 1.1
37 | NS(=O)(=O)c1cc(C(=O)OC2CCOC2=O)ccc1Cl (stereo not drawn) | / | / | i | 38 | / | 1.1% | 0.1% | / | 2.3%[50 µM] | /
38 | CC(CCc1ccccc1)NC(=O)COC(=O)C1=COCCO1 (stereo not drawn) | -2% | -1% | i | 20 | 3% | 2.7% | 0.0% | -9% | -0.4% | 1.1
39 | CCS(=O)(=O)NCCc1cc2cc(C)c(C)cc2[nH]c1=O | 5% | 0% | / | / | 6% | / | -0.3% | 2% | -0.3% | 1.1
40 | COc1ccc(-c2csc(NC(=S)NC(=O)/C=C/c3ccco3)n2)cc1OC | 30% | 7% | i | 33 | 13% | -0.4% | 1.3% | 16% | 0.9%[50 µM] | 1.1
41 | CC1=C([N+](=O)[O-])C(c2ccccc2Cl)NC(=O)N1C (stereo not drawn) | / | / | i | 46 | / | 2.8% | -0.6% | / | 0.1% | /
42 | O=c1[nH]c(C2CCN(S(=O)(=O)c3ccc(C(F)(F)F)cc3)CC2)nc2c1nnn2Cc1cccc(F)c1 | / | / | i | 39 | / | 2.4% | 0.0% | / | 0.0% | /
43 | CCCC(O)(c1ccc(OC)cc1)C(CN1CCOCC1)c1ccc(Cl)cc1 (stereo not drawn) | / | / | i | 25 | / | 5.5% | -1.4% | / | -0.1% | /
44 | COCCCn1c(=O)c2sccc2n2c(CCCC(=O)NCc3ccccc3OC)nnc12 | / | / | i | 27 | / | 0.7% | 0.2% | / | 0.5% | /
45 | CC(C)C[C@@H]1NC(=O)[C@H](CO)NC(=O)c2cc([N+](=O)[O-])cc(I)c2OCC[C@@H](C(N)=O)NC1=O | ? | -24% | i | 16 | 10% | -0.9% | 0.5% | -19% | -0.3% | 1.1
46 | O=C(Cn1cnc2ccccc2c1=O)NCC(=O)N1CCN(c2ccccn2)CC1 | 17% | 4% | i | 26 | 7% | 0.8% | 0.2% | 9% | 0.5% | 1.1
47 | COc1ccc(/C=C/C(=O)OC(C)CN2CCOCC2)cc1 (stereo not drawn) | 7% | -2% | i | 21 | 8% | 1.5% | 1.3% | 5% | 0.3% | 1.1
48 | CC(C)[C@H](Nc1ccc(S(=O)(=O)N2CCOCC2)cc1[N+](=O)[O-])C(=O)OCC(N)=O | 19% | -5% | i | 8 | 10% | 2.2% | 0.1% | -2% | 2.2%[50 µM] | 1
49 | N#C/C(=C(/O)CN1CCN(c2ccccc2F)CC1)c1nc(-c2ccccc2)cs1 | 3% | -58% | i | 46 | 3% | 22% | -0.3% | -14% | 0.2% | 1.1
50 | CC(C)c1ccc2[nH]c3c(c2c1)CCCC3=O | -3% | 15% | i | 44 | 11% | 4.5% | 0.1% | 8% | 0.0% | 1.1

Other structures follow:
No. | compound | P. falciparum M17LAP | PMI inhibition | T cell HTS | T cell HTS vesicle-bound % | M1AAP inhibition | RSV CPE inhibition | West Nile virus CPE | PMI inhibitors | UTI89 phage lysis | TNAP activators
51 | O=C1C2(CCCC13COC(c1ccc(O)cc1)OC3)COC(c1ccc(O)cc1)OC2 (stereo not drawn) | -5% | / | i | 33 | -2% | 1.5% | 1.2% | / | / | /
52 | COc1cc(C(=O)N2CCNCC2)cc(OC)c1OC | / | / | i | 38 | / | -0.1% | -0.5% | / | 0.1% | /
53 | O=C(Nc1ccc(NC(=O)c2ccccn2)cc1)C(=O)Nc1ccc2c(c1)OCCO2 | 11% | -2% | i | 49 | -1% | -1.2% | -0.9% | 3% | 0.0% | 1
54 | O=C(Nc1ccc2c(c1)OCCO2)c1cccc(C(=O)Nc2ccc3c(c2)OCCO3)c1 | / | / | i | 19 | / | 0.9% | ? | / | 0.3% | /
55 | Cc1cccc(C)c1N/C=C/c1onc(C)c1[N+](=O)[O-] | -11% | 2% | i | 24 | 4% | 0.9% | 0.0% | 7% | -0.1% | 1
